GRP78 ERSR act: inducers of ER stress response in human glioma cells; U87-MG GRP78 promoter luciferase reporter, 16 h; Potency, µM, without a hit: top-dose activation, usual class: activators; 420,000 compounds, 0.02% hits; further: potency means the concentration at half of the fitted maximal effect; series mostly up to about 76 µM; % of control where 0% means no effect; nearly all actives have a fitted effect of over 35% in size
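Stably transfected U87-MG glioma cells carrying a GRP78-based luciferase sensor; 16 h compound incubation. Luminescence end-point read 10 min after Bright-Glo addition at room temperature.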
Vif-APOBEC3F blk: Vif-A3F binding inhibition; HeLa A3F-eYFP + Vif (tagged APOBEC3F with the HIV-1 protein that degrades it), YFP fluorescence increase; Potency, µM (doses to about 46.1 µM), for inactives: at the top dose activity, negative = active; 390,000 compounds, 0.2% hits; further: potency means the concentration at half of the fitted maximal effect; % of control where 0% means no effect; nearly all actives have a fitted effect of over 65% in size
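Fluorescence increase (Ex 488/Em 500-530) after overnight compound treatment at 37 deg C flags inhibition of Vif-driven A3F-eYFP loss in stable HeLa A3F-eYFP/Vif cells seeded overnight beforehand.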
D2 potentiator: D2 dopamine receptor (human) potentiation; P14416; HEK293 T-REx D2, calcium flux, EC20 dopamine potentiation; potentiation, % at 10 µM; 340,000 compounds, 0.34% hits; AID 485347;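 active means potentiation over 3 SD above the plate norm, cut at about 30% in these data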; further: 0% is about no effect
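Tetracycline-induced HEK293 T-REx cells force-coupled to calcium signalling expressed D2; compounds were pin-added after a 10 s baseline, read kinetically 180 s, then an EC20 dopamine challenge followed with a further 180 s calcium read.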
Vif-A3G inh: Vif-A3G binding inhibition; AID 602310; 410,000 compounds, 0.076% hits; HeLa A3G-eYFP + Vif (tagged APOBEC3G with the HIV-1 protein that degrades it), YFP fluorescence, overnight; Potency, µM (top dose mostly 46.1 µM), inactives show at the top dose activity, negative = active, most hits filed as inhibitors; Q9HC16;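 further: potency means the concentration at half of the fitted maximal effect; on the % scale 0 is the no-effect control and ±100 the full control effect; nearly all actives have a fitted effect of over 60% in size; hits raise eYFP signal because A3G escapes Vif-driven loss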
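HeLa cells stably expressing Vif and C-terminally eYFP-tagged A3G, seeded overnight at 37 deg C, then exposed to compound by pintool overnight at 37 deg C. Rise in yellow fluorescence (Ex 488/Em 500-530, Acumen) marks blocked Vif-driven A3G degradation.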
D1 potentiator: human D1 dopamine receptor positive modulation; 360,000 compounds, 0.036% hits; P21728; HEK293 TREx D1 cells, calcium flux, dopamine EC20 potentiation; potentiation, % at 10 µM; in the data active means potentiation above about 30%; further: 0% is about no effect
D1 antagonist: human D1 dopamine receptor antagonism; P21728; 360,000 compounds, 3.2% hits; activity change, negative = inhibition, % at 10 µM; HEK293 TREx D1 cells, calcium flux, dopamine EC80; hits give low values; AID 504652; in the data active means activity change below about -30%; further: on the % scale 0 is the no-effect control and ±100 the full control effect
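After overnight tetracycline induction at 30 C, force-coupled D1 HEK293 cells took up a no-wash calcium dye at room temperature. Compounds were added and monitored 180 s, and the response to EC80 dopamine was then recorded.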
D1 ag: agonists of human D1 dopamine receptor. HEK293 T-REx D1 cells, calcium flux, agonist mode. activation, % at 2 µM. AID 504660. 360,000 compounds, 1% hits; in the data active means activation above about 30%; further: 0% is about no effect
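Agonism was scored from calcium flux recorded over 180 s (1 read/s) after pintool compound addition, following a 10-cycle baseline. Cells were inducible force-coupled HEK293 TREx D1, plated overnight at 30 C and loaded with no-wash calcium dye.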
LDHA block: LDHA (human) enzyme inhibition | P00338 | purified LDHA, NADH/diaphorase-resazurin fluorescence; hits give low values | activity change, % (values are at about 110 or 230 µM) | 480,000 compounds, 0.15% hits | AID 1347041; in the data active means activity change below about -30%;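 further: plate controls were DMSO wells for no effect and wells without enzyme for full effect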
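Enzyme activity of human lactate dehydrogenase 5 (2 nM; 0.06 mM NADH, 0.2 mM pyruvate, 5 min, RT) is measured via a resazurin/diaphorase fluorescence readout of residual NADH.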
RXFP1 agonist: activates the human relaxin receptor RXFP1; 370,000 compounds, 0.3% hits; AID 2676; HEK293T-RXFP1 cAMP TR-FRET, 30 min; response scale: percent of porcine relaxin response, buffer zero; Q9HBX9; Potency, µM (series often up to 57.5 µM), inactives show at the highest dose activation, hits mostly activators; further: potency means the concentration at half of the fitted maximal effect; on the % scale 0 is the no-effect control and ±100 the full control effect; nearly all actives have a fitted effect of over 60% in size; many of its hits are not listed in these tables
Target sequence (Q9HBX9 whole entry, looked up): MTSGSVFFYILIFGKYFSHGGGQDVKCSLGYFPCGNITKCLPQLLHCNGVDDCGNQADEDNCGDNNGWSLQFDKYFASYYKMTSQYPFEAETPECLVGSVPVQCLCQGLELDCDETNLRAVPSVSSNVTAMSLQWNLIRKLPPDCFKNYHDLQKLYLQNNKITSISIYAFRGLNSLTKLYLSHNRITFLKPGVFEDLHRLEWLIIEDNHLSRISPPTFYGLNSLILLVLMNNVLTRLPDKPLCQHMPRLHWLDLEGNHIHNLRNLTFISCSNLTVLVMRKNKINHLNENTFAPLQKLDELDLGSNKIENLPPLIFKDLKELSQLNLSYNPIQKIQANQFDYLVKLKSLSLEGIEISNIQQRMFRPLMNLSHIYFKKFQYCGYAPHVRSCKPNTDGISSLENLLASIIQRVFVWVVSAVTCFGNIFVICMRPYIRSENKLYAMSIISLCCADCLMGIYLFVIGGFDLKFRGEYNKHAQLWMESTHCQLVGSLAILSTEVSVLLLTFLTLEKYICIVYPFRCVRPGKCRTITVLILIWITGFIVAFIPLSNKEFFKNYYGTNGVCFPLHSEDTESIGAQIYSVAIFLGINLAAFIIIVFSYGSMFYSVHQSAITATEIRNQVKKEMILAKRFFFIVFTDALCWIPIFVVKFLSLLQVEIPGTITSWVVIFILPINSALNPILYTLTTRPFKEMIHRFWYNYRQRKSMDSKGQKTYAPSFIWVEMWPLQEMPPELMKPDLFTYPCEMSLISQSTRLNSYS
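HEK293 cells stably expressing RXFP1, treated 30 min at 37C with compounds plus PDE4 inhibitor Ro 20174; cAMP measured by HTRF TR-FRET. Normalized to buffer and 29 nM porcine relaxin; EC50 by Hill fit.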
Numbers without * were called inactive; · = no result given; & = joins results of further samples. Unless noted, the call rests on the fitted dose curve; in most records, active means well fitted curve in the direction sought with a large enough effect; inconclusive means small, poorly fitted or top-dose-only effect, or another doubt; inactive means no such curve, though single readings can be large; an effect the other way counts as inactive or inconclusive.

SMILES	GRP78 ERSR act	Vif-APOBEC3F blk	D2 potentiator	Vif-A3G inh	D1 potentiator	D1 antagonist	D1 ag	LDHA block	RXFP1 agonist
Nc1cc2nc[nH]c2cc1N	9%	3%	7	2%	-7	8	1	28	0.5%
CCOC(=O)c1sc2c(c1C)c(=O)c(C(=O)OCC)cn2CC	-4%	-1%	-3	-3%	-2	6	0	-1	-1.5%
O=C(CCC1CCCN(C(=O)c2cccnc2)C1)NCc1ccccc1F (centres undefined)	0%	2%	13	-1%	-2	10	1	-5	2.3%
Cn1cc(CN2CCN(c3ccc(Cl)cn3)CC2)c(-c2ccccc2F)n1	-3%	1%	-1	0%	1	1	0	-15	0.0%
Cc1ccccc1-n1c(SCC(=O)Nc2ccccc2)nc2nc3c(cc2c1=O)CCCC3	-1%	7%	13	-2%	5	4	4	-4	0.5%
CCOC(=O)c1csc(NC(=O)CC2CCCC2)n1	7%	6%	4	3%	-1	1	4	-1	-2.2%
CCC(Oc1ccc2c(c1)C(=O)CC(C)(C)O2)C(=O)NCCN1CCCCCC1 (centres undefined)	-3%	-5%	5	1%	3	28	6	-5	4.9%
CC[C@H](C)C(C(=O)N1CCN(C(=O)OC(C)(C)C)CC1)n1cc(C(Cc2ccc(O)cc2)NC(=O)OC(C)(C)C)nn1 (some centres undefined)	-1%	3%	1	-1%	0	-14	-2	-3	1.1%
Cn1c(=O)c2c(nc(NCCNC(=O)c3ccco3)n2Cc2ccc(Cl)cc2Cl)n(C)c1=O	-4%	-10%	6	1%	3	2	0	-13	3.0%
Cc1ccc(-n2nc3ccc(NC(=O)/C=C/c4ccco4)cc3n2)cc1	-1%	-13%	-10	-10%	-2	7	1	-1	4.1%
Nc1ncnc2c1ncn2C1CCCC(CO)O1 (centres undefined)	-1%	5%	·	1%	·	·	·	-1	·
CCCOc1ccc(CNC(=O)C2CCN(c3nnc(N4CCCC4=O)s3)CC2)cc1	-4%	1%	7	4%	-3	9	5	-1&8	1.7%
O=C(O)c1ccc(/C=C2\CCCc3c2nc2ccccc2c3C(=O)O)cc1	-4%	4%	-4	2%	·	2	6	8	0.4%
O=C(N/N=C/c1cccc(Oc2ccccc2)c1)c1ccccc1F	·	·	·	·	1	-4	16	·	-4.8%
CCNC(=O)CCSc1nnc(-c2ccc(O)cc2)o1	0%	3%	7	2%	0	-16	4	-6	3.7%
CN(CC(=O)Nc1ccc(F)cc1)C(=O)c1ccncc1	-4%	1%	-6	2%	-8	-5	6	1	3.2%
CCCC(=O)Nn1cnc2c(c1=O)C1(CCCCC1)Cc1ccccc1-2	-3%	7%	-11	0%	2	-11	0	-2	-0.1%
Cc1c(Br)c([N+](=O)[O-])nn1CC(=O)Nc1nccs1	-5%	3%	52*	0%	-2	3	3	-11	1.9%
CCCCN1C(=O)c2ccc(C(=O)Nc3cccnc3)cc2C1=O	-3%	-6%	0	1%	-4	-5	4	4	0.2%
CCc1ccccc1NC(=O)c1cccs1	-4%	-1%	6	0%	1	-6	5	-5	0.2%
CCCCNCc1cc(Cl)c(OCCC)c(OCC)c1	-5%	3%	-12	1%	-1	12	8	-1	1.6%
Cc1c(-c2cccc(NC(=O)c3ccc(F)c(F)c3)c2)nc2ncccn12	-2%	0%	-9	-3%	-2	-36*	0	0	13%
Cc1ccc(CCC(=O)Nc2ccc(Br)cc2)o1	7%	-3%	-16	-24%	-4	-9	4	3	5.9%
NS(=O)(=O)c1ccc(NC(=O)COC(=O)CCCN2C(=O)c3cccc4cccc(c34)C2=O)cc1	-4%	6%	·	-1%	·	·	·	-2	·
Cc1ccc(-n2c(C)cc3c2CC(C)(C)CC3=O)cc1C	-1%	-5%	-7	-2%	-2	14	24	-9	0.6%
CC(C)(C)OC(=O)N(Cc1ccccc1)Cc1ccccc1OCc1cccc(NC(=O)C2CC2)c1	-1%	7%	·	-8%	·	·	·	0	·
COc1ccc(C(=O)c2ccc(CC(=O)O)s2)cc1	-11%	-4%	0	0%	-4	3	1	-7	24%
CCN(CC)C(=O)COc1ccc(S(=O)(=O)N2CCCC2)cc1	-1%	-1%	1	-8%	-1	-13	5	-2	-1.2%
COCCNC(=O)c1ccc(-n2c(-c3ccccc3)cc3c2CCC(C)C3)cc1 (centres undefined)	-6%	-2%	-1	-26%	-3	-14	-1	0	-1.5%
C=CCNC(=S)NNC(=O)C(CCC(C)C)CC(C)O (centres undefined)	-6%	4%	-12	-3%	-1	·	-1	-6	5.6%
COc1ccc(C(C(=O)NC2CCCCC2)N(CC2CCCO2)C(=O)CNC(=O)c2ccco2)cc1 (centres undefined)	-5%	4%	-14	0%	0	-12	5	-19	0.6%
CN1C[C@@H]2[C@@H]3C(=O)N(C)C(=O)[C@@H]3[C@](Cc3ccccc3)(C1=O)N2C(=O)c1ccccc1	-1%	6%	·	3%	·	·	·	1	·
CS(=O)(=O)C1=NSC2=NC(=O)/C(=C\c3ccc(-c4ccccc4)o3)C(=N)N21	·	·	-6	·	-5	-7	3	·	0.2%
CCN(CC)c1ccc(/C=N/NC(=O)C(O)c2ccccc2)cc1 (centres undefined)	3%	-15%	-6	0%	-3	-9	2	-2	0.9%
Cc1ccc(C)c(N2CCN(C(=O)C3CCCN(Cc4nc(-c5cccc(Cl)c5)oc4C)C3)CC2)c1 (centres undefined)	-4%	0%	7	4%	0	-4	2	-1	0.3%
Cc1nnc(SCC(=O)Nc2cc(C(C)(C)C)nn2-c2ccccc2)s1	-3%	-7%	9	0%	3	3	0	-6	1.8%
COc1cc(/C=N\NC(=O)C2COc3ccccc3O2)cc(OC)c1O (centres undefined)	1%	13%	4	-14%	-2	-10	5	1	2.5%
CCN(CC)CC(C)CNC(=O)C1(O)c2ccccc2NC(=O)N1c1ccc(Cl)c(Cl)c1 (centres undefined)	0%	4%	2	1%	-3	-16	1	-3	0.2%
COc1ccc(CCNC(=O)Cn2c(=O)c3cccn3c3ccccc32)cc1OC	-3%	8%	-14	1%	-5	4	7	-3	-0.6%
O=S(=O)(Nc1ncn[nH]1)c1ccc2ccccc2c1	3%	-2%	4	-4%	-3	10	2	1	1.7%
CCN1CCN(C(=O)c2cc3cc4cc(OC)ccc4nc3s2)CC1	-1%	2%	-10	0%	-2	4	1	1	3.2%
CCn1c(CSCc2ccc(C)cc2)nnc1SCC(=O)N1CCN(c2ccccc2)CC1	-2%	-9%	8	3%	-2	·	3	1	-3.4%
Cc1nc(Cc2nnc(SCC(=O)N3CC(=O)Nc4ccccc43)o2)cs1	1%	7%	·	1%	·	·	·	-2	·
CCN(CC)CCNC(=O)c1ccc(NC(=O)Cc2cccc3ccccc23)cc1	-2%	11%	25	1%	-9	-20	3	-13	3.2%
C=CCn1c(=S)[nH]c2cc(C(=O)N3CCN(c4ccccc4OC)CC3)ccc2c1=O	-3%	0%	-4	1%	4	23	0	-2	-0.4%
O=C(Cn1c(CO)nc2ccccc21)NCCc1ccccc1	-7%	8%	12	-1%	9	18	2	-4	-0.2%
COc1ccc(-n2c(SCc3cn4c(C)cccc4n3)nc3ccccc3c2=O)cc1OC	-3%	1%	20	-7%	-7	10	3	-2	1.6%
O=C(COC(=O)c1ncc(Cl)c(Cl)c1Cl)NC1CCS(=O)(=O)C1 (centres undefined)	-4%	-2%	-3	0%	7	-12	5	-4	1.4%
Cc1ccc(S(=O)(=O)N2CCC(C(=O)N[C@@H](Cc3ccccc3)C(=O)O)CC2)cc1	-1%	6%	-7	2%	2	12	1	-5	-1.9%
COc1ccc(C(=O)Nc2c(N)nc(SCC(=O)N3CCC(C)CC3)[nH]c2=O)cc1	-2%	7%	-6	2%	-1	-8	2	-8	0.0%

More structures follow.
SMILES	GRP78 ERSR act	Vif-APOBEC3F blk	D2 potentiator	Vif-A3G inh	D1 potentiator	D1 antagonist	D1 ag	LDHA block	RXFP1 agonist
COc1ccc(C(C(=O)NC2CCCCC2)N(C(=O)c2ccco2)c2ccccc2OC)cc1 (centres undefined)	-2%	-15%	7	-1%	·	-7	5	-10	-3.8%
COCc1nnc(N)s1	-1%	0%	8	-3%	8	-13	4	-6	1.8%
COc1cccc(C(=O)NC2CCN(C(=O)N3c4ccccc4Sc4ccccc43)CC2)c1	0%	-6%	-2	3%	-10	0	6	-2	-1.7%
Cc1ccc(NC2CNC(=O)NC2=O)cc1C (centres undefined)	6%	5%	·	-5%	·	·	·	-5	·
C#CCOCCOCCOCCNc1nc(N2CCN(C(=O)[C@H]([C@@H](C)CC)n3cc(CCC(=O)O)nn3)CC2)nc(N2CCN(C(=O)[C@H](CCCCN)n3cc(CCC(=O)O)nn3)CC2)n1	-3%	-4%	·	0%	·	·	·	3	·
CCCCn1c(N)c(N(CCC(C)C)C(=O)CN2C(=O)C3CCCCC3C2=O)c(=O)[nH]c1=O (centres undefined)	-3%	2%	8	0%	6	7	3	-2	0.9%
Cn1c(=O)oc2cc(S(=O)(=O)N3CCC(C(=O)NCc4ccccc4Cl)CC3)ccc21	-2%&18%	4%&-1%	-6&10	1%&4%	-2&4	-6&-7	-2&1	-4&-6	-2.8%&-4.0%
O=C(Nc1cccc(NC(=O)c2cccc(F)c2)n1)c1cccc(F)c1	-2%	-1%	-3	4%	-8	-5	7	-1	0.0%
O=C(N/N=C/c1ccc(OC(=O)c2ccco2)cc1)c1ccc[n+]([O-])c1	-1%	-10%	·	3%	·	·	·	-4	·
CCN1CCN(c2ccc(S(=O)(=O)N3CCOCC3)cc2NC(=O)CCSC)CC1	3%	0%	7	0%	-2	-9	3	1	0.6%
O=C(NCCN1CCNCC1)c1ccccc1O	-5%	0%	·	0%	·	·	·	3	·

Bioassay records from PubChem BioAssay.

The list is partial. The share of hits here may be higher or lower than overall.
